# Bioassay records: PubChem BioAssay, several laboratories
# MgcRacGAP inhibition: MgcRacGAP GTPase-activating activity inhibitors, confirmation, biochemical, ADP Hunter fluorescence; MgcRacGAP-stimulated Rac1 GTP hydrolysis, ADP Hunter fluorescence; higher % means a stronger effect; GST-tagged Rac1 F28L mutant substrate; inhibition, % at 30 µM; hits with a dose series show IC50 in µM; 340,000 compounds, 0.6% hits; AID 624330;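 active = first-screen hits whose inhibition reached a set limit at any dose in the follow-up dose series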;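 also: fluorescence reports GDP produced by GAP-driven GTP hydrolysis; strong numbers were not always called active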
# NTR1 agonist: NTR1-driven beta-arrestin-GFP spot formation – imaging, U2OS cells, high content, primary screen (AID 493036) | agonist mode | activation, % at 20 µM | 330,000 compounds, 0.17% hits;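 active = activation at or above 40% of the spot to cytoplasm intensity ratio, with at least 20 cells analyzed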;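 also: 0% = DMSO without peptide and 100% = 100 nM NTR1 peptide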
# Target sequence (P30989 whole entry, looked up): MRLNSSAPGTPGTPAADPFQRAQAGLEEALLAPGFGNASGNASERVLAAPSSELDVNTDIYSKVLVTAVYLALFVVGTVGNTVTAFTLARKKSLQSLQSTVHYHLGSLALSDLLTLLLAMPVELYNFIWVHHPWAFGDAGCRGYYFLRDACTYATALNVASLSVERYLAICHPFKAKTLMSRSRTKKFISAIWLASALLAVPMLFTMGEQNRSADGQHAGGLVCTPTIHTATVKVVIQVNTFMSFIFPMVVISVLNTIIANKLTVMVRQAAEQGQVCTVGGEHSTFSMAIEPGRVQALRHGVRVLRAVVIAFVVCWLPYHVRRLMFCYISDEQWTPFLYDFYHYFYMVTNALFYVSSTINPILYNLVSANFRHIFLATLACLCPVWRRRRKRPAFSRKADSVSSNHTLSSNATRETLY
# T cell modulator: modulates CD8 T cell binding to vesicles | 2C CD8+ T cell-vesicle binding, flow cytometry; active compounds read low | calls only at 7 µM | 330,000 compounds, 0.068% hits | AID 2052;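 active = response, share of CD8 T cells binding vesicles, and their 90th percentile fluorescence all below set limits, cut at about 80% in these data, passing the limit was not always enough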
#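 System: murine 2C transgenic CD8+ T lymphocytes; also added: QL9-loaded Drosophila micro-vesicles; times: binding 1.5 h at 37 °C; measured by: flow cytometry, PE anti-B7-1 (FL2) versus Alexa647 anti-CD8 (FL8), PFA-fixed; control set: Peptide-free naked vesicles (low) and QL9 vesicles with 0.7% DMSO vehicle (high)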
# T cell modulator vesicle-bound %: also measured in T cell modulator; calls as there; double positive events, %; measured here: CD8+ vesicle-bound cell fraction;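 binding gate set so that unloaded-vesicle control wells show 10% double positive cells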
# NTR1 agonist cell count 20 µM: also measured in NTR1 agonist; calls as there; cell count; measured here: cell count, cytotoxicity flag
# * = called active by the depositor; i = inactive.
SMILES,MgcRacGAP inhibition,NTR1 agonist,NTR1 agonist cell count 20 µM,T cell modulator,T cell modulator vesicle-bound %
CC(C)(C)OC(=O)C[C@H]1C/C=C\C[C@@H](CC(=O)N[C@@H](CO)Cc2ccccc2)C(=O)N2CCC[C@@H]2COC1=O,4.9%,2.0,61,i,21.9
CCN(CC)S(=O)(=O)c1ccc(N2CCOCC2)c(NC(=O)C(C)Oc2ccc(F)cc2)c1 (stereo not given),8.8%,-1.6,55,i,18.0
CCCCCCC[C@@H](C/C=C/CCC(=O)O)OC,3.7%,-1.5,59,i,12.5
Cc1nnc(SC(C)C(=O)NCC2CCCO2)s1 (stereo not given),4.3%,-1.1,58,i,27.6
Cc1ccc(OCCCC(=O)ON=C(N)c2ccccc2C)cc1,5.3%,1.3,59,i,46.7
CCOc1ccc(C(=O)OCC(=O)Nc2ccc3c(c2)OCCO3)cc1OC,-0.4%,-0.7,57,i,39.8
O=C(CSc1ncccn1)NC(=O)Cc1ccccc1,3.7%,0.3,70,i,44.1
COc1ccc(OCC(=O)NCCCNC(=O)COc2ccc(OC)cc2)cc1,7.8%,-0.1,89,i,36.4
CC(=O)c1c(C)[nH]c(C(=O)COC(=O)c2cccs2)c1C,5.3%,-1.9,69,i,10.4
CCN(CC(=O)Nc1ccc(NC(C)=O)cc1)C(=O)c1cc2c(s1)CCCCC2,0.2%,2.8,61,i,27.3
CSCCC(NC(=O)c1cccc(C)c1)C(=O)NCc1cccs1 (stereo not given),-1.6%,-1.7,52,i,55.5
CCCNC(=O)C(Cc1ccc(F)cc1)NC(=O)c1ccc(C#N)cc1 (stereo not given),5.5%,2.3,53,i,22.4
CCCc1cc(=O)[nH]c(SCC(=O)Nc2ccc(Cl)c(S(=O)(=O)N3CCOCC3)c2)n1,4.5%,-1.6,55,i,42.2
Cc1ccc(-c2cc(=O)[nH]c3ccccc23)cc1,14.6%,4.3,60,i,45.8
C[C@H](O)Cc1cc2ccccc2c(=O)o1,11.8%,8.7,38,i,20.6
O=C(Oc1ccc(/C=N/NC(=O)c2ccco2)cc1)c1ccccc1,4.5%,-1.0,51,i,40.3
CN(c1ccccc1)S(=O)(=O)c1ccc(C(=O)NNC(=O)c2ccccc2)cc1,1.5%,-0.5,54,i,43.4
COc1ccc(CCC(=O)Nc2cc(S(=O)(=O)N3CCCCC3)ccc2N(C)C)cc1,-0.9%,-0.6,55,i,37.1
Cc1cc(=O)[nH]c(SCC(=O)NC2CCCCCC2)n1,-4.3%,0.0,68,i,33.1
O=C(NCc1ccccc1F)c1cccc(S(=O)(=O)N2CCCCC2)c1,1.8%,-0.2,71,i,28.6

# Record cards (already shown). Order of values: MgcRacGAP inhibition | NTR1 agonist | NTR1 agonist cell count 20 µM | T cell modulator | T cell modulator vesicle-bound %
# Cc1nnc(SC(C)C(=O)NCC2CCCO2)s1 (stereo not given) is entered as 4.3% | -1.1 | 58 | i | 27.6
# CCCNC(=O)C(Cc1ccc(F)cc1)NC(=O)c1ccc(C#N)cc1 (stereo not given) is entered as 5.5% | 2.3 | 53 | i | 22.4
# CSCCC(NC(=O)c1cccc(C)c1)C(=O)NCc1cccs1 (stereo not given) is entered as -1.6% | -1.7 | 52 | i | 55.5

# (cont.)
SMILES,MgcRacGAP inhibition,NTR1 agonist,NTR1 agonist cell count 20 µM,T cell modulator,T cell modulator vesicle-bound %
Cc1csc(=O)n1CC(=O)Nc1ccc(S(C)(=O)=O)cc1,0.1%,0.4,55,i,52.1
CC1(C)Cc2cccc(OCC(=O)NCCc3ccc(S(N)(=O)=O)cc3)c2O1,9.2%,3.4,53,i,5.3
Cc1ccc(NC(=O)COC(=O)Cn2ccc(C(F)(F)F)n2)cc1Cl,4.0%,-2.8,56,i,43.5
CC1CC(C)CN(C(=O)COc2cccnc2[N+](=O)[O-])C1 (stereo not given),1.2%,0.1,59,i,35.9
CCN(CC)C(=O)c1nc[nH]c1C(=O)N1CCc2ccccc2C1,2.5%,1.2,64,i,25.4
COC(=O)c1ccc(NS(=O)(=O)c2ccc(S(=O)(=O)N3CCOCC3)cc2)cc1,0.1%,0.2,54,i,25.8
COc1ccc(CNC(=O)c2cc(C3CC3)nc3c2cnn3C(C)C)cc1OC,-1.3%,-1.6,74,i,29.7
CCCN(C(=O)c1ccc(N2CCCC2=O)cc1)C1CCS(=O)(=O)C1 (stereo not given),2.0%,2.7,57,i,35.7
COC(=O)c1ccc(NC(=O)COC(=O)COc2cccc3c2OC(C)(C)C3)cc1,4.2%,5.6,41,i,31.5
Cc1sc2ncnc(SCC(=O)N3CCOCC3)c2c1C,1.1%,-1.6,49,i,15.0
CCCn1c(N)c(C(=O)CSc2ncn[nH]2)c(=O)n(C)c1=O,2.8%,0.4,56,i,48.0
Cc1sc2nc(CSC(C)C(=O)Nc3ccc(Cl)cn3)[nH]c(=O)c2c1C (stereo not given),4.0%,-3.2,47,i,21.4
CC(C)NC(=O)N(C)C[C@@H]1Oc2c(NC(=O)C3CCOCC3)cccc2C(=O)N([C@@H](C)CO)C[C@H]1C,8.3%,-2.2,48,i,16.5
O=C(/C=C/c1cccc(C(F)(F)F)c1)OCC(=O)N1CCN(c2ccccc2)CC1,2.0%,8.3,39,i,51.3
O=C(Nc1cc(S(=O)(=O)N2CCOCC2)ccc1O)c1ccc(S(=O)(=O)N2CCCCC2)cc1,4.7%,-1.9,47,i,36.4
C[C@@H]1COC(=O)[C@H](NC(=O)OCC2c3ccccc3-c3ccccc32)C/C=C\C[C@@H](CC(=O)N[C@@H](CO)Cc2ccccc2)C(=O)N1,11.0%,0.1,53,i,10.7
COc1ccc(C(C)=O)cc1COC(=O)[C@H](Cc1ccccc1)NC(=O)c1ccco1,4.2%,2.7,46,i,53.3
Cc1ccc(S(=O)(=O)N2CCN(C(=O)CCCOc3cccc(C)c3)CC2)cc1,3.8%,-0.3,81,i,36.3
C=CC[C@H](CC(=O)NCCO)C(=O)N[C@@H](COC(=O)[C@H](CC=C)CC(=O)OC(C)(C)C)Cc1ccccc1,-3.5%,8.0,40,i,12.3
COC(=O)[C@]1(C)CCC[C@@]2(C)C3CC[C@@]4(C)C[C@]3(CCC21)CC(=O)N4 (stereo not given in full),8.9%,5.5,60,i,13.9
CC(C)C(NC(=O)c1c(F)cccc1F)C(=O)NNC(=O)c1ccccc1 (stereo not given),3.9%,-1.2,56,i,30.7
Cc1c(C(=O)NC2CCCC2)oc2ccccc12,5.0%,0.4,69,i,50.1
Cc1nc(NC(=O)COC(=O)CCc2ccccc2)c(Cl)cc1Cl,-4.8%,-0.6,66,i,46.0
CCN(C[C@H]1N[C@@](CC)(C(=O)OC)[C@H]2C(=O)N(C)C(=O)[C@@H]12)S(=O)(=O)c1ccc(-c2ccccc2)cc1,5.9%,2.9,50,i,6.3
C=CCNc1nc(C(=O)OCC(=O)NCc2cccc(Cl)c2)cs1,5.0%,-1.2,53,i,8.1
C[C@@H](CN1CCC[C@H]1CN1C(N)=NC[C@@H]1Cc1ccccc1)N1C[C@@H](Cc2ccccc2)N(CCc2ccc(Cl)c(Cl)c2)C1=N,19.3%,-1.2,55,i,20.3
COc1ccc(NS(=O)(=O)c2cc(NC(=O)c3ccccn3)ccc2OC)cc1Br,5.7%,0.2,53,i,43.8
O=C(Cc1cccc(NC(=O)C2CCCN(C(=O)CCc3ccccc3)C2)c1)Nc1cccc(C(=O)N2CCCC2)c1 (stereo not given),10.3%,3.1,58,i,16.0
C[C@H](CO)N1C[C@H](C)[C@@H](CN(C)Cc2ccc(C(=O)O)cc2)Oc2ccc(NC(=O)Cn3cnnn3)cc2C1=O,2.9%,-0.3,49,i,19.6
CN(C(=O)CN1CCN(c2cnn(-c3ccccc3)c(=O)c2Cl)CC1)C1CCS(=O)(=O)C1 (stereo not given),2.4%,-0.7,68,i,13.0
O=C(c1ccc(Cl)cc1)N1CCN(c2ccc([N+](=O)[O-])c(NCc3cccnc3)c2)CC1,7.4%,-1.2,46,i,39.2
CNS(=O)(=O)c1cccc(C(=O)OCC(=O)c2cc(C)n(CC3CCCO3)c2C)c1 (stereo not given),3.3%,-0.3,65,i,39.1
COc1cc(OC)cc(-c2c(-c3cccs3)c3cc(-c4ccc(OCc5ccccc5)cc4)ccc3n2C)c1,5.8%,0.4,69,i,24.5
O=C(CSc1nnnn1-c1ccccc1)NC(=O)Cc1ccccc1,4.0%,-2.4,57,i,53.0
O=C(COc1ccc(-c2nnco2)cc1)N1CCOCC1,2.7%,0.1,48,i,10.9
O=C(NC1CCCC1)c1cccc2c1C(=O)c1ccc(/C=C/c3ccccc3)cc1S2(=O)=O,-4.9%,1.6,52,i,21.4
O=C(O)c1cn(-c2ccccc2)nc1-c1ccc(Cl)cc1,9.3%,2.2,48,i,13.7
CC1CCN(c2ccc3c(c2)S(=O)(=O)c2cccc(C(=O)NC4CC4)c2C3=O)CC1,2.4%,2.0,53,i,7.1
O=C(/C=C/c1ccccc1Cl)OCC(=O)c1ccc[nH]1,-9.7%,0.0,51,i,51.6
COc1ccc(C(=O)C(C)OC(=O)CN2C(=O)c3ccccc3C2=O)cc1 (stereo not given),1.3%,0.1,55,i,36.4

# Continued, overlapping the part above by three compounds.
SMILES,MgcRacGAP inhibition,NTR1 agonist,NTR1 agonist cell count 20 µM,T cell modulator,T cell modulator vesicle-bound %
CC1CCN(c2ccc3c(c2)S(=O)(=O)c2cccc(C(=O)NC4CC4)c2C3=O)CC1,2.4%,2.0,53,i,7.1
O=C(/C=C/c1ccccc1Cl)OCC(=O)c1ccc[nH]1,-9.7%,0.0,51,i,51.6
COc1ccc(C(=O)C(C)OC(=O)CN2C(=O)c3ccccc3C2=O)cc1 (stereo not given),1.3%,0.1,55,i,36.4
Cc1noc(C)c1CC(=O)Nc1ccc2c(c1)OCO2,2.3%,-1.9,63,i,11.1
Cc1ccc2nc(SCC(=O)NCCCN3CCCC3=O)[nH]c2c1,2.5%,-2.1,63,i,35.8
CC(C)(C)C(=O)Nc1ccc(C(=O)COC(=O)c2ccccn2)cc1,1.9%,0.5,53,i,35.0
C#CCOCCOCCOCCNc1nc(N2CCN(C(=O)[C@H](CCCN=C(N)N)n3cc(C(N)[C@@H](C)CC)nn3)CC2)nc(N2CCN(C(=O)[C@H](CCC(=O)O)n3cc([C@@H](N)CC(N)=O)nn3)CC2)n1 (stereo not given in full),-0.1%,0.4,70,i,6.8
Cc1cccc(COc2ccccc2C(=O)N(C)CC(=O)Nc2cccc(F)c2)c1,8.0%,-0.7,62,i,66.0
Cc1cccc(C)c1OCC(=O)OCC(=O)Nc1ccc(Cl)cn1,1.8%,-0.6,60,i,37.7
COc1ccccc1C(C)NC(=O)CN(C)CC(=O)Nc1c(C)cccc1C (stereo not given),3.9%,0.5,52,i,42.8
COc1ccc(-c2cc(C(=O)N3CCCC(C(F)(F)F)C3)c3ccccc3n2)cc1 (stereo not given),3.2%,-0.6,48,i,40.2
Cc1cc(C)c(S(=O)(=O)N2CCN(C(=O)C3CCCO3)CC2)c(C)c1 (stereo not given),-0.8%,0.9,92,i,16.9
CCCCn1c(SCC(=O)NNC(=O)c2ccccc2)n[nH]c1=O,9.5%,3.2,61,i,41.0
O=C(Nc1ccc(Cl)c(S(=O)(=O)N2CCOCC2)c1)C1CCCC1,3.1%,-0.8,53,i,36.0
O=C(OCC(=O)c1c[nH]c2ccccc12)c1cccc([N+](=O)[O-])c1,8.4%,6.0,85,i,50.8
CCOC(=O)C1=CC[C@H]2c3c(c4ccccc4n3C)C(=O)C1N2C,2.4%,-0.1,50,i,47.0
COc1ccc(Cc2cc(NCc3ccccc3)c3ncn(C(C)C)c3c2)cc1,2.9%,11.8,43,i,7.2
COc1ccc(OC)c(/C=C/C(=O)OCC(=O)NC2CCCCCCC2)c1,-0.9%,-0.1,72,i,36.3
NC(=O)c1ccsc1NC(=O)COC(=O)CNC(=O)c1cccc([N+](=O)[O-])c1,8.8%,-2.1,93,i,50.5
C#CCOCCOCCOCCNc1nc(N2CCN(C(=O)[C@H]([C@@H](C)CC)n3cc([C@@H](N)CO)nn3)CC2)nc(N2CCN(C(=O)[C@H](CCCCN)n3cc([C@@H](N)CO)nn3)CC2)n1,3.2%,-2.3,63,i,12.2
Fc1cc(F)cc(-c2c(-c3ccccc3)ncc3ccc(F)cc23)c1,8.2%,13.6,68,i,61.9
CC1CCCC(C)N1C(=O)COC(=O)c1cccc(S(=O)(=O)N(C)c2ccccc2)c1 (stereo not given),7.9%,-2.2,46,i,42.1
O=C(N[C@H]1C/C=C\C[C@@H](CC(=O)N(CCO)Cc2ccccc2)C(=O)N[C@H](Cc2c[nH]c3ccccc23)COC1=O)OCC1c2ccccc2-c2ccccc21,6.6%,1.1,50,i,14.3
CC(C)CC(=O)N1CCN(S(=O)(=O)c2ccc(C3CCCCC3)cc2)CC1,10.5%,9.0,47,i,34.3
O=C(C1CCN(S(=O)(=O)c2ccccc2F)CC1)N1CCN(Cc2ccc3c(c2)OCO3)CC1,5.2%,2.4,53,i,44.5
O=C(CNC(=O)c1ccccc1F)NCCc1ccccc1F,0.5%,0.3,51,i,28.5

# Some of the compounds tested. The share of hits here may be higher or lower than overall.
